Assay outcomes: PubChem BioAssay, several laboratories
Cardio protect: myocardial damage modulation in H9c2 cells; H9c2 cardiomyocytes, H2O2 injury protection, ATPLite, 2 h; protection from H2O2 cell death, % at 20 µM; hit rate 0.63% among 360,000; AID 588492;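 active means compounds giving at least 50% protection of heart cells from peroxide-induced death in the single-dose screen, raw or plate-pattern-corrected value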;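 further: 0% = DMSO wells with peroxide and 100% = DMSO wells without peroxide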
CaV13 FRET inh: Disruptors of the CACNA1D IQ motif to Ca2+-dependent inactivation inhibitor domain association, primary screening, Förster resonance energy transfer in intact living … | HEK cells, CFP/YFP FRET ICDI-IQ, plate reader, 10 min; percent FRET-ratio fall versus neutral wells | inhibition, % at 12.3 µM | hit rate 0.098% among 340,000;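 active means mean replicate inhibition of at least 30% and at least 1% of replicates passing that level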;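 further: 0% = median of the neutral control wells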
ABCB6 inh MLPCN: inhibitors of human ABC transporter ABCB6 | Q9NP58 | K562-ABCB6 porphyrin accumulation, flow cytometry, 1 h; stronger effect = lower value | fluorescence ratio to DMSO, % at 10 µM | hit rate 0.19% among 360,000 | AID 602162;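 active means fluorescence ratio to DMSO below 75%, the collection mean minus 3 SD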;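 further: signal is porphyrin accumulated inside mitochondria; 100% equals median channel fluorescence of DMSO control wells; lower ratio means ABCB6 inhibition with less porphyrin fluorescence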
aDG glyco up: increases alpha dystroglycan glycosylation; Pro5-aDG cells, alpha-DG glycosylation AlphaScreen (IIH6); 0% Pro5, 100% B10-LARGE cell signal; activation, % at 10 µM; hit rate 0.22% among 360,000;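 active means activation of at least 8% versus controls, or a plate z-score of at least 8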;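 further: Pro5 are CHO cells carrying HIG-tagged alpha-DG that lacks glycosylation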
PDI turbidity: PDI (human) enzyme inhibition; AID 588391; hit rate 0.052% among 350,000; inhibition, % at 10 µM; PDI insulin aggregation turbidity, A650, 90 min;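 active means mean inhibition across replicates of 30% or more, whatever share of single replicates reach that level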;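 further: absorbance from insulin aggregation driven by PDI reduction with DTT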
Glyco luc inh: blocks N-linked glycosylation in D54 reporter cells. hit rate 0.23% among 360,000. D54 ERlucT glycosylation luciferase reporter, 24 h; percent of 100 nM tunicamycin response. reporter increase, % at 12.5 µM. AID 588692;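 active means mean luciferase reporter signal, scaled so untreated is 0 and the glycosylation-blocking control 100, at or above a set limit in every replicate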;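 further: luciferase carries N-glycosylation sites so blocking glycosylation raises the light; 0% = median of neutral control wells and 100% = median of 100 nM tunicamycin wells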
MC4R antag cAMP: blocks human MC4R cAMP signaling | hit rate 0.48% among 360,000 | P32245 | MC4R-expressing cells, MTII-stimulated cAMP, LANCE TR-FRET | inhibition, % at 6.5 µM;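 active means inhibition above its plate's cutoff, the mean of tested wells on that plate plus 3 SD, cut at about 29% in these data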;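 further: 0% = Melanotan II alone and 100% = Melanotan II plus saturating MCL0020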
Target sequence (P32245 whole entry, looked up): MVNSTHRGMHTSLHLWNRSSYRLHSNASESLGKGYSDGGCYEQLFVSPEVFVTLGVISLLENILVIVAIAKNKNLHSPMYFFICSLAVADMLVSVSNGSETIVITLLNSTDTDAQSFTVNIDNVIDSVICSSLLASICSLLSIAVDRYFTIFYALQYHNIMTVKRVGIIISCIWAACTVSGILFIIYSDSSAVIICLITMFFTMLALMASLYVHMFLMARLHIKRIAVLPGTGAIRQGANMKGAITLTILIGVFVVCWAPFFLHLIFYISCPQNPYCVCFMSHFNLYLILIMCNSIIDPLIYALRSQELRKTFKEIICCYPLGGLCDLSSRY
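Assay system: U2OS-MC4R stable cell line; Also added: Melanotan II; Technique: Eu-cAMP/anti-cAMP TR-FRET, emission 671 nm; Times: 30-min compound, 1-h challenge, 1-h detection, room temperature.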
MC4R barr agon: activates human MC4R beta-arrestin recruitment. U2OS MC4R beta-arrestin complementation, luminescence; percent of melanotan II response, DMSO zero. P32245. AID 540308. activation, % at 8.9 µM. hit rate 0.98% among 360,000;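 active means activation above a per-plate cutoff, the mean activation of sample wells on that plate plus 3 SD, cut at about 8% in these data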
Vif inh: blocks HIV Vif function; inhibition, % at 7.49 µM; hit rate 0.35% among 340,000; HEK293T cells, Vif self-association by quenched fluorescence, imaging, 24 h; in the data active means inhibition above about 50%, passing the limit was not always enough; further: some results filed as inactive read as strong as hits
HTR2A ag: mouse HTR2A agonism via beta-arrestin recruitment | CHO-K1 mHTR2A beta-arrestin complementation, luminescence; percent of 30 µM serotonin response | hit rate 0.66% among 360,000 | P35363 | activation, % at 7.6 µM;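 active means activation above a run cutoff, the mean activation of all tested compounds plus 3 SD, cut at about 14% in these data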;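 further: 0% = plate median of compound wells and 100% = 30 µM serotonin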
Target sequence (P35363 whole entry, looked up): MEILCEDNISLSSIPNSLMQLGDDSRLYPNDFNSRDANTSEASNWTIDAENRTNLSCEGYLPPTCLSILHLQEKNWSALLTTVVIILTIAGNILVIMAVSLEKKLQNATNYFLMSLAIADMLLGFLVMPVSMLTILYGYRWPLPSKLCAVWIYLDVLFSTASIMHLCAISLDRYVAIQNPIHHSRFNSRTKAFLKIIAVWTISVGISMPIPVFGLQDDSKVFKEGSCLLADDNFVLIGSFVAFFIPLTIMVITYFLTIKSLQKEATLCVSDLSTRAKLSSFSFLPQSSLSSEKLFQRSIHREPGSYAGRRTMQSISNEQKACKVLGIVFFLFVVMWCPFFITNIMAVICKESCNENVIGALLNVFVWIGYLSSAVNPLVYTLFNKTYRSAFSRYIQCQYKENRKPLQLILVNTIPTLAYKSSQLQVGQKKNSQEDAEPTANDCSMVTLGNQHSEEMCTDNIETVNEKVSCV
* hit, by the source's call.

Results for CCC(=O)n1nc(-c2cccnc2)nc1NCc1ccc(F)cc1 ?
Cardio protect: 1; CaV13 FRET inh: -7; ABCB6 inh MLPCN: 93; aDG glyco up: 1.1; PDI turbidity: -7; Glyco luc inh: 2; MC4R antag cAMP: 2; MC4R barr agon: 5.0; Vif inh: 5; HTR2A ag: 0

Results for CC(C)N1C/C(=C/c2ccsc2)C(=O)/C(=C/c2ccsc2)C1 ?
Cardio protect: -8; CaV13 FRET inh: -2; ABCB6 inh MLPCN: 98; aDG glyco up: -0.3; PDI turbidity: -9; Glyco luc inh: 24; MC4R antag cAMP: 25; MC4R barr agon: -1.2; Vif inh: 6; HTR2A ag: 0

Results for O=S(=O)(c1ccccc1)c1nc(-c2cccs2)oc1NCC1CCCO1 (stereo not drawn) ?
Cardio protect: -20; CaV13 FRET inh: -3; ABCB6 inh MLPCN: 88; aDG glyco up: -0.1; PDI turbidity: -1; Glyco luc inh: -2; MC4R antag cAMP: 9; MC4R barr agon: 1.2; Vif inh: 19; HTR2A ag: -6

Results for Cc1cc(C)c2nc(C(F)(F)F)nc(N3CCN(C(=O)c4ccco4)CC3)c2c1 ?
Cardio protect: 5; CaV13 FRET inh: -5; ABCB6 inh MLPCN: 97; aDG glyco up: 1.7; PDI turbidity: 3; Glyco luc inh: -8; MC4R antag cAMP: 14; MC4R barr agon: 2.8; Vif inh: -10; HTR2A ag: -1

How did CCCN1CN(Cc2ccccc2)CNC1=S do in these assays?
Cardio protect: 1; CaV13 FRET inh: -6; ABCB6 inh MLPCN: 98; aDG glyco up: 0.0; PDI turbidity: -3; Glyco luc inh: 0; MC4R antag cAMP: 4; MC4R barr agon: -1.4; Vif inh: 10; HTR2A ag: 4

What do the screens show for `CCOC(=O)c1[nH]c2ccc(C)cc2c1NC(=O)CN1CCCCC1`?
Cardio protect: 3; CaV13 FRET inh: 0; ABCB6 inh MLPCN: 106; aDG glyco up: 0.3; PDI turbidity: 2; Glyco luc inh: -1; MC4R antag cAMP: -2; MC4R barr agon: 0.1; Vif inh: 1; HTR2A ag: -3

How did CCN(Cc1ccccc1)S(=O)(=O)c1nc2nc(C)c(C)c(C)n2n1 do in these assays?
Cardio protect: 1; CaV13 FRET inh: -4; ABCB6 inh MLPCN: 83; aDG glyco up: 0.1; PDI turbidity: -3; Glyco luc inh: 4; MC4R antag cAMP: 1; MC4R barr agon: -1.6; Vif inh: 2; HTR2A ag: -1

What do the screens show for `CC1(C2CC2)NC(=O)N(CC(=O)Nc2cc(S(=O)(=O)N3CCCCC3)ccc2Cl)C1=O` (stereo not drawn)?
Cardio protect: 2; CaV13 FRET inh: -5; ABCB6 inh MLPCN: 102; aDG glyco up: -0.1; PDI turbidity: 1; Glyco luc inh: -4; MC4R antag cAMP: 3; MC4R barr agon: -1.1; HTR2A ag: 4

How did O=C(COC(=O)c1cccnc1Cl)Nc1cccc(S(=O)(=O)N2CCOCC2)c1 do in these assays?
Cardio protect: -2; CaV13 FRET inh: -6; ABCB6 inh MLPCN: 90; aDG glyco up: -0.2; PDI turbidity: 11; Glyco luc inh: 1; MC4R antag cAMP: 5; MC4R barr agon: -1.0; Vif inh: -5; HTR2A ag: 4

Results for Cc1ccc(NC(=O)CCC(=O)OCC(=O)c2ccc(Oc3ccc([N+](=O)[O-])cc3)cc2)cc1 ?
Cardio protect: -3; CaV13 FRET inh: -3; ABCB6 inh MLPCN: 92; aDG glyco up: -0.2; PDI turbidity: -5; Glyco luc inh: 0; MC4R antag cAMP: -3; MC4R barr agon: 26*; Vif inh: 9; HTR2A ag: -2

Results for Cc1ccc(C(=O)c2c(NC(=O)CSc3nnc(N)s3)sc3c2CCCC3)cc1 ?
Cardio protect: -4; CaV13 FRET inh: -5; ABCB6 inh MLPCN: 97; aDG glyco up: -0.4; PDI turbidity: -1; Glyco luc inh: -1; MC4R antag cAMP: -2; MC4R barr agon: -0.7; Vif inh: 9; HTR2A ag: -3

How did CC(=O)c1cc(C)ccc1OC(=O)CCN1C(=O)C2C3c4ccccc4C(c4ccccc43)C2C1=O (stereo not drawn) do in these assays?
Cardio protect: 3; CaV13 FRET inh: -11; ABCB6 inh MLPCN: 97; aDG glyco up: -0.2; PDI turbidity: 5; Glyco luc inh: 0; MC4R antag cAMP: 17; MC4R barr agon: 1.4; Vif inh: 8; HTR2A ag: 0

Results for COc1ccc(Cc2nnc(SCC(=O)Nc3ccccc3)[nH]c2=O)cc1 ?
Cardio protect: -2; CaV13 FRET inh: -2; ABCB6 inh MLPCN: 102; aDG glyco up: 0.1; PDI turbidity: -19; Glyco luc inh: 0; MC4R antag cAMP: 1; MC4R barr agon: -2.5; Vif inh: -7; HTR2A ag: -4

Results for COCCCN(C(=O)c1ccco1)c1nc(-c2cc(OC)ccc2OC)cs1 ?
Cardio protect: 5; CaV13 FRET inh: -4; ABCB6 inh MLPCN: 91; aDG glyco up: -0.1; PDI turbidity: -2; Glyco luc inh: -4; MC4R antag cAMP: 11; MC4R barr agon: 1.4; Vif inh: -13; HTR2A ag: -3

Results for Cc1ccc(N2C(=O)C(CN3CCCC3)C2c2ccccc2)cc1 (stereo not drawn) ?
Cardio protect: -3; CaV13 FRET inh: -4; ABCB6 inh MLPCN: 73*; aDG glyco up: 0.3; PDI turbidity: -6; Glyco luc inh: -5; MC4R antag cAMP: -1; MC4R barr agon: -2.4; Vif inh: 12; HTR2A ag: -10

Results for C#CCOCCOCCOCCNc1nc(N2CCN(C(=O)CCCCCCCCCCNC(=O)Cn3cc(CCCCCN)nn3)CC2)nc(N2CCN(C(=O)CCCCCCCCCCNC(=O)[C@H]([C@@H](C)CC)n3cc(CCCCN=C(N)N)nn3)CC2)n1 ?
Cardio protect: -8; ABCB6 inh MLPCN: 102; aDG glyco up: 0.3; PDI turbidity: -6; Glyco luc inh: -8; MC4R antag cAMP: 20; MC4R barr agon: 0.4; Vif inh: 104*; HTR2A ag: -4

What do the screens show for `CSCCC(NS(=O)(=O)c1ccc(C)cc1)C(=O)NNC(=O)c1csc(N2CCOCC2)n1` (stereo not drawn)?
Cardio protect: 9; ABCB6 inh MLPCN: 98; aDG glyco up: -0.1; PDI turbidity: 6; Glyco luc inh: 0; MC4R antag cAMP: -2; MC4R barr agon: -2.3; Vif inh: 0; HTR2A ag: -5

How did Cc1cccc2c(=O)cc(C)n(Cc3ccccc3)c12 do in these assays?
Cardio protect: -14; CaV13 FRET inh: -5; ABCB6 inh MLPCN: 98; aDG glyco up: 0.0; PDI turbidity: -2; Glyco luc inh: -3; MC4R antag cAMP: -5; MC4R barr agon: 5.7; Vif inh: -1; HTR2A ag: -8

How did Cc1cc(C)c(-c2cc(NC(=O)COC(=O)c3ccc(C#N)cc3)n(-c3ccccc3)n2)cc1C do in these assays?
Cardio protect: -2; CaV13 FRET inh: -7; ABCB6 inh MLPCN: 99; aDG glyco up: 0.1; PDI turbidity: 5; Glyco luc inh: 0; MC4R antag cAMP: 17; MC4R barr agon: -1.4; Vif inh: -1; HTR2A ag: -3

What do the screens show for `CCOC(=O)COc1cccc2c(=O)n(CC(=O)N3CCCc4ccccc43)ccc12`?
Cardio protect: 8; CaV13 FRET inh: 0; ABCB6 inh MLPCN: 98; aDG glyco up: 0.2; Glyco luc inh: 0; MC4R antag cAMP: 6; MC4R barr agon: 1.2; Vif inh: -2; HTR2A ag: -2

The list goes on, starting with the last 2 of the part before.
How did Cc1cc(C)c(-c2cc(NC(=O)COC(=O)c3ccc(C#N)cc3)n(-c3ccccc3)n2)cc1C do in these assays?
Cardio protect: -2; CaV13 FRET inh: -7; ABCB6 inh MLPCN: 99; aDG glyco up: 0.1; PDI turbidity: 5; Glyco luc inh: 0; MC4R antag cAMP: 17; MC4R barr agon: -1.4; Vif inh: -1; HTR2A ag: -3

What do the screens show for `CCOC(=O)COc1cccc2c(=O)n(CC(=O)N3CCCc4ccccc43)ccc12`?
Cardio protect: 8; CaV13 FRET inh: 0; ABCB6 inh MLPCN: 98; aDG glyco up: 0.2; Glyco luc inh: 0; MC4R antag cAMP: 6; MC4R barr agon: 1.2; Vif inh: -2; HTR2A ag: -2

Results for CCc1ccccc1N=C1SCC(=O)N1C ?
Cardio protect: 3; CaV13 FRET inh: -4; ABCB6 inh MLPCN: 99; aDG glyco up: 0.1; PDI turbidity: 7; Glyco luc inh: -1; MC4R antag cAMP: 9; MC4R barr agon: -1.9; Vif inh: 0; HTR2A ag: 4

What do the screens show for `O=C(NCc1cccc(C(F)(F)F)c1)c1cc(Cl)ccc1Cl`?
Cardio protect: -4; CaV13 FRET inh: 16; ABCB6 inh MLPCN: 102; aDG glyco up: 1.6; PDI turbidity: -2; Glyco luc inh: -2; MC4R antag cAMP: 23; MC4R barr agon: 2.9; Vif inh: -2; HTR2A ag: 2

How did CC1Cc2ccccc2N1C(=O)COC(=O)c1ccccc1NCCO (stereo not drawn) do in these assays?
Cardio protect: 6; CaV13 FRET inh: -6; ABCB6 inh MLPCN: 99; aDG glyco up: -0.2; PDI turbidity: 3; Glyco luc inh: -2; MC4R antag cAMP: -6; MC4R barr agon: 0.6; Vif inh: 66*; HTR2A ag: 3

What do the screens show for `CC(=O)NNc1nc(-c2ccc(NC(C)=O)cc2)cs1`?
Cardio protect: -4; CaV13 FRET inh: -17; ABCB6 inh MLPCN: 105; aDG glyco up: -0.4; PDI turbidity: -6; Glyco luc inh: 1; MC4R antag cAMP: 0; MC4R barr agon: -2.0; Vif inh: 2; HTR2A ag: 3

Results for CSc1ncccc1C(=O)NCC1CCCCC1 ?
Cardio protect: -1; CaV13 FRET inh: 3; ABCB6 inh MLPCN: 95; aDG glyco up: 0.1; PDI turbidity: 11; Glyco luc inh: 0; MC4R antag cAMP: -1; MC4R barr agon: -2.6; Vif inh: 5; HTR2A ag: -1

How did COc1ccc(C2(C(=O)Nc3ccc(C)c(C)c3)CCOCC2)cc1 do in these assays?
Cardio protect: 6; CaV13 FRET inh: -7; ABCB6 inh MLPCN: 103; aDG glyco up: -0.1; PDI turbidity: 5; Glyco luc inh: -1; MC4R antag cAMP: 2; MC4R barr agon: -1.6; Vif inh: -22; HTR2A ag: -2

What do the screens show for `CC(C)CN(C(=O)c1cc(Cl)nc2ccccc12)c1c(N)n(Cc2ccccc2)c(=O)[nH]c1=O`?
Cardio protect: 1; CaV13 FRET inh: -6; ABCB6 inh MLPCN: 101; aDG glyco up: 0.1; PDI turbidity: -5; Glyco luc inh: 0; MC4R antag cAMP: 11; MC4R barr agon: -9.1; Vif inh: 1; HTR2A ag: -2

Results for CCOC(=O)C1=CCN(S(=O)(=O)c2cccc(Cl)c2)C1c1cccc(C)c1 (stereo not drawn) ?
Cardio protect: -1; CaV13 FRET inh: -6; ABCB6 inh MLPCN: 88; aDG glyco up: -0.2; Glyco luc inh: -2; HTR2A ag: 2

Random draw from the library. About 3.6% of those tested had a hit in this group.
